From PubChem
GPR151 activ: activators of human GPR151, primary screen, cell-based, PathHunter beta-arrestin, luminescence. AID 1508602, 2020. G-protein coupled receptor 151 (Homo sapiens), Q8TDV0. activation, % at 11.2 µM. PathHunter beta-arrestin GPR151 cells. actives 1% (n = 650,000); in the data active = activation above about 4.9%;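 note: 0% = median of compound wells and 100% = cells with positive control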
Target sequence (Q8TDV0 whole entry, looked up): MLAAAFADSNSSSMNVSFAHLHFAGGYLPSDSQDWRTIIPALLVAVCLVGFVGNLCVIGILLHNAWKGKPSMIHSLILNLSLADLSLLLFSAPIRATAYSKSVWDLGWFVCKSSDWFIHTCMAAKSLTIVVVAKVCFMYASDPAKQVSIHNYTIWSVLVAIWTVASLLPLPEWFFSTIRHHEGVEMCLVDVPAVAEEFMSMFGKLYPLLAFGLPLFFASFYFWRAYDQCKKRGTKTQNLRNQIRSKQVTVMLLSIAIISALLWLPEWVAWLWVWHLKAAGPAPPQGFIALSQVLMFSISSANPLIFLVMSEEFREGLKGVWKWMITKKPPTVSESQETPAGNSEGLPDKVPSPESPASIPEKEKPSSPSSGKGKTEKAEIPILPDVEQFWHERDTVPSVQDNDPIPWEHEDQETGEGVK
TEAD-YAP block: TEAD-YAP interaction inhibition, primary screen, TEAD-YAP interaction inhibitor project, luminescence, HEK-TIYL cells; TEAD-Gal4/YAP UAS-luciferase luminescence; inhibition, % at 9.12 µM; actives 1.4% (n = 640,000); AID 1259422, 2018; in the data active = inhibition above about 32%;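 note: 0% = median of test compound wells and 100% = reference inhibitor wells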
FBW7 act: FBW7 E3 ligase activators, primary screen, biochemical, AlphaScreen, human | normalized activity (activation), % at 26.1 µM | AlphaScreen FBW7–phospho-cyclin E peptide binding, activator screen | F-box/WD repeat-containing protein 7 (Homo sapiens), Q969H0 | actives 0.13% (n = 650,000); in the data active = normalized activity above about 1.9%;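 note: purified mutant Fbw7 with reduced substrate affinity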
Target sequence (Q969H0 whole entry, looked up): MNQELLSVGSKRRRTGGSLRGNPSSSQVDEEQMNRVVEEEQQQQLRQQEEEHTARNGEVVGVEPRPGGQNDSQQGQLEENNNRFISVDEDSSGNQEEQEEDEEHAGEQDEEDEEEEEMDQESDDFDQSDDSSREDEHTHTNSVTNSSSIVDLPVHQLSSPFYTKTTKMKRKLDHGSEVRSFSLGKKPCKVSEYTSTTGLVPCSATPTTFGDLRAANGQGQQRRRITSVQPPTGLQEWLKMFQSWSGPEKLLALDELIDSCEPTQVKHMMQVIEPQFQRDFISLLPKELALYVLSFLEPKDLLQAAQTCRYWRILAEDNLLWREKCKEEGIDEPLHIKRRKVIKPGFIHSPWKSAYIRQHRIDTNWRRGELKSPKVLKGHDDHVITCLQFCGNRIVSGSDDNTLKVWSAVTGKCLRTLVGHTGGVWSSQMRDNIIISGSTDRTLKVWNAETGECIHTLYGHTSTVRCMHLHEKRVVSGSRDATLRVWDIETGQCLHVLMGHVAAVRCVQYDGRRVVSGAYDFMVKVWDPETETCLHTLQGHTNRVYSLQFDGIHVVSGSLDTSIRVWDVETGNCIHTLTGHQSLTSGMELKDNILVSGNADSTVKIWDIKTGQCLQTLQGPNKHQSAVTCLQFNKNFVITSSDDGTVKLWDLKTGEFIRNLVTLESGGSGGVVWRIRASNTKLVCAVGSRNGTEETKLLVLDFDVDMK
MITF primary: MITF inhibitors, primary screen, biochemical, AlphaScreen, human | Microphthalmia-associated transcription factor (Homo sapiens), O75030 | AlphaScreen MITF homodimerization, bead proximity signal | inhibition, % at 2.6 µM | actives 0.91% (n = 650,000) | AID 1259374, 2018; in the data active = inhibition above about 50%;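 note: 0% = vehicle wells with protein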
The depositor's hits bear a star; nt = no result given; & = joins results of further samples. This is a random part of the collection; any-hit rate near 3.5%.

SMILES	GPR151 activ	TEAD-YAP block	FBW7 act	MITF primary
O=C(NCC1Cc2cc(-c3cnccn3)cc(Cl)c2O1)c1ccc(F)cc1 (stereo not given)	-0.1	-4	0.1	2
O=C(Nc1ccc(-c2csc(-c3ccccc3)n2)cc1)c1cccnc1	0.3	-29	-0.2	-5
Cc1sc(NC(=O)CNCCC(c2ccccc2)c2ccccc2)c(C(N)=O)c1C	0.7	4	0.1	5
O=C(COCc1nc2ccccc2c(=O)[nH]1)NC1CCCCC1	0.2	-1	-0.2	-15
COc1cc(CNC(C)(C)CO)ccc1OCC(=O)NC1CCCCC1	1.3	-3	-0.1	15
O=C1CN(C(=O)CCC2(Cc3ccc(Cl)cc3)CCC(=O)N2)CCN1 (stereo not given)	-0.5	3	-0.1	-17
CCOC(=O)C(=O)NNS(=O)(=O)c1ccc(Br)cc1	1.6	-2	-0.1	-7
c1coc(-c2cn3ccc4ccccc4c3n2)c1	-6.0	-20	0.3	18
COc1ccc(CC(=O)N2CC=C(c3ccc(C)o3)CC2)cc1	-0.4	7	-0.1	-8
Nc1nc(Nc2cnccn2)nc2nc[nH]c12	-1.6	5	-0.1	13
Cn1cc([N+](=O)[O-])c(C(=O)n2nnc3ccccc32)n1	1.9	8	-0.2	6
CC(=O)c1ccc(NC(=O)NNS(=O)(=O)c2ccc([N+](=O)[O-])cc2)cc1	0.8	-11	-0.1	-7
COc1ccc(C(=O)Nc2ccccc2C(=O)OCC(=O)c2ccc(Cl)cc2)cc1OC	-1.2	-7	0.0	-3
COc1cc(-c2ccc(/C=N/NC(=O)Nc3ccccc3)o2)ccc1[N+](=O)[O-]	1.5	-3	0.0	-7
Cn1c2ccccc2c2nnc(NCc3ccccc3)nc21	-0.9	-20	0.9	-8
CCN(CC)C(=O)c1ccccc1NC(=O)c1cccc(S(=O)(=O)N2CCC(C)CC2)c1	-0.1	-5	0.0	-1
Brc1ccccc1/C=N/N1CCN(Cc2ccccc2)CC1	2.1	0	-0.3	1
Cc1ccc(-c2nc3cc(NC(=O)C45CC6CC(CC(C6)C4)C5)ccc3o2)cc1	-0.8	2	0.2	7
CCN(CC)c1ccc(C2C(C(C)=O)C(=O)CC(C)(O)C2C(C)=O)cc1 (stereo not given)	0.7	8	-0.1	1
CCC1Oc2ccc(C(=O)n3nc(C)cc3C)cc2N(CC(=O)Nc2ccccc2)C1=O (stereo not given)	0.5	1	-0.1	9

For convenience, four of the compounds above.
SMILES	GPR151 activ	TEAD-YAP block	FBW7 act	MITF primary
COc1ccc(CC(=O)N2CC=C(c3ccc(C)o3)CC2)cc1	-0.4	7	-0.1	-8
Nc1nc(Nc2cnccn2)nc2nc[nH]c12	-1.6	5	-0.1	13
Cn1cc([N+](=O)[O-])c(C(=O)n2nnc3ccccc32)n1	1.9	8	-0.2	6
CC(=O)c1ccc(NC(=O)NNS(=O)(=O)c2ccc([N+](=O)[O-])cc2)cc1	0.8	-11	-0.1	-7

Next results:
SMILES	GPR151 activ	TEAD-YAP block	FBW7 act	MITF primary
C=CCN1c2ccccc2[C@]23C[C@@H](C(=O)OC)N(C(=O)CC(C)C)C2=NC(C(=O)OC)=C(C(=O)OC)[C@H]13	0.2	nt	0.0	12
CCOc1ccc(S(=O)(=O)N(CC)CC)c2ccccc12	0.1	-4	0.3	3
C=CCNc1nnc(SCC(N)=O)c2ccccc12	0.3	-3	-0.1	-8
CC(C)(C)c1ccc(C(=O)N/N=C/c2ccccc2O)cc1	0.5	-2	0.1	26
COc1ccc(-n2c3c(cc(C(=O)N4CCN(C)CC4)c2=O)C(=O)CC(C)(C)C3)cc1	-0.4	-4	-0.2	-5
COc1cccc(CNc2nc3ccc(C)cc3n3nnnc23)c1	1.4	-2	0.0	-12
Cc1occc1C(=O)N1CCCC(C(=O)Nc2ccc(-c3cccc(F)c3)cc2)C1 (stereo not given)	1.0	18	0.1	-16
CCCCC(=O)Nc1ncc([N+](=O)[O-])s1	-2.4	5	0.0	5
COc1ccc(Cl)cc1N(C)C(=O)CCc1nc(-c2ccccc2F)no1	3.4	-5	0.2	8
CCN(CC)S(=O)(=O)c1cccc(S(=O)(=O)c2cccc(S(=O)(=O)N(CC)CC)c2)c1	0.6	18	0.1	6
COc1cccc(CNC(=O)CCC2CCCN(C(=O)CCn3cncn3)C2)c1 (stereo not given)	1.4	4	-0.1	0
Cc1nc2sc3c(c2c2nnc(SCC(=O)NC4CCCC4)n12)CCCC3	-0.2	3	-0.1	4
COc1cccc(NC(=O)/C=C/c2ccc(-c3ccccc3)o2)c1	-0.8	0	0.0	-3
O=C(NC1CC2(CCCC2)Oc2ccccc21)c1cnccn1 (stereo not given)	0.5	3	0.1	-5
Cc1ccc(N2C(=O)c3ccccc3S2(=O)=O)cc1C	-1.2	21	0.8	4
Cc1cc(C(=O)CSc2n[nH]c(=O)n2C2CC2)c(C)n1-c1ccccc1	0.4	-57	0.0	-3
COc1ccc(Cl)cc1NC(=O)c1cc(C2CC2)on1	-0.1	4	-0.1	-1
COc1ccc(CNC(=O)C/C(C)=N/NC(=O)c2cccc(C)c2O)cc1	-0.1	-12	0.1	-8
O=C(CNC(=O)CNS(=O)(=O)c1ccc([N+](=O)[O-])cc1)NCc1ccccc1	-0.6	10	0.3	7
COc1ccc(NC(=O)CSc2ccc3nnc(-c4ccc(F)cc4)n3n2)cc1	-0.3	-10	0.5	-21

The closing 3 compounds of the part before lead into the next:
SMILES	GPR151 activ	TEAD-YAP block	FBW7 act	MITF primary
COc1ccc(CNC(=O)C/C(C)=N/NC(=O)c2cccc(C)c2O)cc1	-0.1	-12	0.1	-8
O=C(CNC(=O)CNS(=O)(=O)c1ccc([N+](=O)[O-])cc1)NCc1ccccc1	-0.6	10	0.3	7
COc1ccc(NC(=O)CSc2ccc3nnc(-c4ccc(F)cc4)n3n2)cc1	-0.3	-10	0.5	-21
COc1cc(S(=O)(=O)N2CCc3ccccc32)c(OC)cc1Cl	0.6	45*	0.4	-3
CCN(CC)S(=O)(=O)c1ccc2c(c1)oc(=O)n2CC(=O)NC1CCCCC1	0.7	6	-0.1	6
COc1ccccc1N=C/C(C(=O)C(F)(F)F)=C(\O)c1cccs1	-2.3	50*	1.2	13
O=C1NC(=S)S/C1=C\c1c(NCCO)nc2ccccn2c1=O	0.6&1.1	4&-5	-0.1&-0.4	-5&6
COc1ccc(S(=O)(=O)Nc2cc([N+](=O)[O-])ccc2C)cc1	-0.3	27	-0.1	7
CCOc1ccc(S(=O)(=O)Nc2ccc(Cl)cc2)c2cccnc12	-1.1	-7	0.1	-5
Cc1ccc(NC(=O)c2ccc([N+](=O)[O-])cc2Cl)c(C)c1	-0.5	-31	-0.1	3
CCOC(=O)C1CCN(Cc2ccc(Cl)cc2Cl)CC1	0.4	-1	0.1	39
Cc1ccccc1N1CC(C(=O)OCC(=O)c2ccc(Br)cc2)CC1=O (stereo not given)	1.2	6	-0.1	-4
CCc1nc2c([nH]1)c(=O)n(C)c(=O)n2C	-0.4	3	0.1	-1
COc1ccc(CCC(=O)NCCCNC(=O)CCc2ccc(OC)cc2)cc1	0.2	4	0.4	12
CC(=O)Nc1cnn(-c2ccc(C(=O)N3CCCC(c4nc5ccccc5[nH]4)C3)cc2)c1 (stereo not given)	-0.4	17	-0.3	2
C=CCNC(=O)C1CCCN1C(=O)Nc1ccccc1 (stereo not given)	-0.9	3	0.0	6
COc1ccc(C2C(C#N)=C(N)Oc3cc(C)n(Cc4ccco4)c(=O)c32)c(OC)c1 (stereo not given)	-0.6	7	0.0	3
Cc1c(C(=O)N(C)C(C)c2ccon2)sc2ncnc(NCc3ccco3)c12 (stereo not given)	-0.5	5	1.2	17
CCn1cc(C(=O)Nc2ccccc2C(=O)OC)c(=O)c2ccc(C)nc21	-0.1	-10	-0.2	-6
NC(=S)Nc1nc2ccccc2[nH]c1=O	0.3	1	-0.1	41
O=C(Cc1cccnc1)N1CCC(O)(c2ccccc2)CC1	2.0	-4	-0.1	-9
O=C1[C@@H]2CCCN2C(=O)[C@H]2CN(Cc3cccs3)CCN12	0.6	9	-0.1	18
O=C(NCc1nnc(SCC(=O)N2CCOCC2)o1)c1ccccc1	-0.8	6	-0.3	-4

A different layout for some results above:
Every second line gives: GPR151 activ	TEAD-YAP block	FBW7 act	MITF primary
- CCc1nc2c([nH]1)c(=O)n(C)c(=O)n2C
 : -0.4	3	0.1	-1
- COc1ccc(CCC(=O)NCCCNC(=O)CCc2ccc(OC)cc2)cc1
 : 0.2	4	0.4	12
- CC(=O)Nc1cnn(-c2ccc(C(=O)N3CCCC(c4nc5ccccc5[nH]4)C3)cc2)c1 (stereo not given)
 : -0.4	17	-0.3	2
- C=CCNC(=O)C1CCCN1C(=O)Nc1ccccc1 (stereo not given)
 : -0.9	3	0.0	6

Carrying on:
SMILES	GPR151 activ	TEAD-YAP block	FBW7 act	MITF primary
Cc1cc(C(F)F)n2ncc(C(=O)Nc3ccc(Cl)c(C(F)(F)F)c3)c2n1	1.7	-2	0.6	8
O=C(c1ccc(F)cc1)N(CCO)Cc1cc2cc3c(cc2[nH]c1=O)OCCO3	0.0	-6	0.0	16
CCCNc1cc(-c2c(C)nn(C)c2C)ncn1	0.5	-9	0.1	14
O=C(NCc1ccccc1)C1CCN(C(=O)NCc2ccccc2)CC1	-0.9	-4	0.2	1
O=C(CC1CCCCC1)Nc1c2c(nn1-c1ccc(F)cc1)CS(=O)(=O)C2	0.7	-15	-0.1	3
CS(=O)(=O)N(CC(=O)Nc1ccccc1C(=O)NC1CCCCC1)c1ccc(F)cc1	-3.1	7	0.1	19
COC(=O)c1cc(S(=O)(=O)Nc2c(Cl)cc(OC)cc2OC)cn1C	0.8	4	0.1	1
Cc1[nH]c2c(C)ccc(F)c2c1CCNC(=O)c1ccc(Br)cc1	0.9	0	-0.1	-15
O=C(NCc1cccnc1)C(=O)NCC1OCCN1S(=O)(=O)c1cc(F)ccc1F (stereo not given)	0.1	-7	-0.1	3
CN(C)Cc1c(C(=O)N/N=C/c2ccc(Cl)cc2)nnn1-c1nonc1N	-0.3	1	-0.1	7
Cc1ccc(N2C3=C(C(=O)CC(C)(C)C3)C(c3ccc(O)cc3)C3=C2CC(C)(C)CC3=O)cc1	0.1	-3	-0.1	11
CN(C)c1cccc(Nc2nc3ncnc(NCc4ccccc4)c3[nH]2)c1	2.2	2	0.7	22
Cc1cccc(CNC(=O)Cn2nnnc2CN(C)C(C)C)n1	-0.8	3	0.2	4
COc1ccc(C2CC(C(=O)NC(C)(C)CO)N(C)S(=O)(=O)N2)cc1 (stereo not given)	-0.6	1	-0.1	-23
CCOC(=O)COc1ccc2c(=O)c(-c3ccccc3F)coc2c1C	0.4	12	0.4	14
COc1ccc(NC(=O)CSc2nc3c(sc(=S)n3-c3ccccc3)c(=O)n2-c2ccccc2OC)c(OC)c1	0.2	7	-0.1	4
FC(F)(F)c1ccc(NNC2=NCCCCC2)nc1	0.4	7	-0.1	11
CCC1(CC)OC(c2cccn2-c2ccc([N+](=O)[O-])cc2)Nc2ccccc21 (stereo not given)	-0.8	-8	-0.2	2
Cn1c(=O)n(C)c2cc(NC(=O)CSc3nnc(N)s3)ccc21	0.3	13	-0.1	17
O=C(Nc1nnc(-c2ccc3c(c2)OCO3)s1)C(F)(F)F	0.2	7	0.1	2
Cc1ccc(C(C)C)c(OCCCn2ccnc2C)c1	-1.9	-7	0.0	25
COc1ccc(CCn2c(N)c(C#N)c3nc4ccccc4nc32)cc1	1.3	15	0.3	-1
CN1C(=O)/C(=C2\SC(=Nc3ccc(Cl)cc3)NC2=O)c2ccccc21	0.1	7	0.0	4
CCc1ccc(NC(=O)CN(c2cc([N+](=O)[O-])ccc2OC)S(C)(=O)=O)cc1	2.2	0	1.1	11
Cc1sc(NC(=O)C2CC2)c(C(=O)O)c1C	2.2	9	0.1	3
COC(=O)c1c(NC(=O)c2cc(-c3ccc(CC(C)C)cc3)nc3ccccc23)sc(C)c1-c1ccccc1	5.1*	4	1.0	14
Cc1ccc(NC(=O)c2ccc(N)cc2)cc1	-0.1	-1	-0.1	-5
Cc1cc(C)c2c3c(sc2n1)C(=O)N(c1ccccc1)CC(=O)N3	2.4	2	0.3	8
CC1CN(C(=S)c2ccc(O)cc2)CC(C)O1 (stereo not given)	1.2	14	0.0	9
O=C(N/N=C\c1c[nH]c2ccccc12)c1ccc(O)cc1	-0.3	-3	0.1	1
Cc1ccc(NC(=O)CN2C(=O)N/C(=C/c3ccc(C(=O)O)cc3)C2=O)cc1	0.1	-4	-0.1	19
COC(=O)C(C)Sc1ncnc2c1c(-c1ccccc1)cn2-c1ccc(F)cc1 (stereo not given)	-0.3	-25	0.0	3
COc1ccc(CCn2c(SCC(=O)NCCc3ccc(S(N)(=O)=O)cc3)nc3ccsc3c2=O)cc1OC	-0.7	-1	0.0	-1
CC1CCCCN1S(=O)(=O)c1ccc(CN2C(=O)c3cccnc3C2=O)s1 (stereo not given)	1.3	-5	-0.1	8
Cc1cc(C)n(CCNC2CCN(c3ccc(C(=O)NC(C)c4ccccc4)cc3)CC2)n1 (stereo not given)	-1.5	11	-0.4	91*
CN(CC(=O)Nc1ccccc1C(N)=O)S(=O)(=O)c1ccccc1	0.2	2	0.1	16
CCC(C(=O)N1CCOCC1)n1nc(C)n2c(cc3sccc32)c1=O (stereo not given)	0.0	-36	0.2	-11
C/C(N)=C(/C#N)C(=O)CSc1nc2scc(-c3ccccc3)c2c(=O)n1C	-1.0	8	0.5	5
O=c1[nH]c(N2CCCCCC2)cc2ccccc12	-1.0	9	-0.1	7
